High-throughput results (PubChem)
b-catenin transl = modulators of beta-catenin nuclear translocation, primary screen, imaging, HeLa cells, immunofluorescence, high-content | AID 1665, 2009 | nuclear translocation activity, % at 5 µM | 190,000 tested, 0.3% active;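 active means nuclear translocation activity above 50% at 5 µM, with a well cell count of 50 or more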;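 further: per-cell ratio of nuclear to cytoplasmic median beta-catenin stain intensity; plate controls were DMSO negative control for no effect and GSK-3 inhibitor IX positive control for full effect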
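Test system: human HeLa cells, native beta-catenin. Compound dosing: 5 µM primary single dose, 0.1% DMSO, 0.02–20 µM confirmation series. Incubation: compound exposure 24 h at 37°C. Detection: beta-catenin immunostaining with DAPI counterstain, 20x imaging, 6 fields/well. Read-out basis: Nuclear/cytoplasmic beta-catenin signal ratio, % activation.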
Yfh1-off respiration = enhancers of respiration in Yfh1-depleted yeast, dose response, Friedreich's ataxia, plus single-dose screen (AID 1465); S. cerevisiae Yfh1-off respiration, WST-1 reduction, 72 h; higher fold induction means a stronger effect; fold induction at 50 µM, or EC50 in µM where a hit was titrated; 220,000 tested, 0.074% active;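 active means fold induction of absorbance versus untreated yeast above a set limit, then at least 30% activation at any dose in follow-up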;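 further: activators that raise dye reduction in frataxin-depleted yeast; strong numbers were not always called active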
Ins promoter up = insulin promoter activators in MIN6 cells, imaging, high-content screening, mouse beta cells; AID 1625, 2009; 190,000 tested, 0.3% active; MIN6 insulin promoter-GFP reporter; stronger effect = higher value; z-score at 5 µM;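 active means z-score above 3 at 5 µM with at least 500 cells counted in the well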
NOD2 inhibition = NOD2 signaling inhibitors, cell-based, luminescence, uHTS, HEK293 (AID 1566). HEK293 NOD2/NF-kB luciferase reporter, luminescence; higher % means a stronger effect. inhibition, % at 4 µM, or EC50 in µM where a hit was titrated. 290,000 tested, 0.63% active; in the data active means inhibition above about 50%; further: many of its hits are not listed in these tables
MT stabilizer = microtubule stabilizers in HeLa cells, primary screen, imaging, high-content imaging; 200,000 tested, 0.83% active; % tubulin-high responders, % at 10 µM; HeLa tubulin immunostaining HCS, 24 h; share of cells brighter than vehicle mean+2SD;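 active means plate Z-score above 3 for both tubulin-high and condensed-nucleus cell shares, with cell loss under 80%, at 10 µM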;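 further: anti alpha tubulin signal scored within the nucleus-defined area of each cell; some results filed as inactive read as strong as hits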
Autophagy mod = autophagy modulators in MEF cells, primary screen, imaging, high-content, MEF GFP-LC3. MEF GFP-LC3 puncta imaging; test concentration mostly 10 µM. calls only at 10 µM (by protocol). 190,000 tested, 0.98% active. AID 463193, 2010;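 active means percentage of spot-positive cells more than 3 SD above its plate mean, without a fluorescence outlier flag or 80% toxicity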;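 further: spot-positive cell cutoff set from DMSO-treated cells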
NOD1 inhibition = NOD1 signaling inhibitors, primary screen, cell-based, luminescence, uHTS (AID 1578). NOD1-driven NF-kB luciferase reporter cells, luminescence; higher % means a stronger effect. inhibition, % at 4 µM, or EC50 in µM where a hit was titrated. 290,000 tested, 1% active; in the data active means inhibition mostly above about 36%, no sharp cut-off; inactive means mostly below about 34%;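 further: HEK-293T reporter cells stimulated with the NOD1 agonist gamma-tri-DAP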
Dynein transport = inhibitors of GR-EGFP nuclear translocation, primary screen, dynein cargo transport inhibitor project, imaging, high-content, 3617.4 mouse cells. AID 1381, 2008. test concentration mostly 20 µM; stimulated with dexamethasone, 1 µM; stronger effect = lower value. 220,000 tested, 0.47% active. z-score, hits read low;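 active means plate z-score of nuclear minus cytoplasmic receptor signal below a set negative limit, without overly bright fluorescence or cell loss, cut at about -3.5 in these data, passing the limit was not always enough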;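 further: z-score of nuclear minus cytoplasmic ring GR-EGFP intensity difference per well; some compounds called inactive have numbers as strong as hits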
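medium = tetracycline-free induction medium containing charcoal-stripped FBS | probe or stimulus = dexamethasone, 1.0 µM final | timing = 48 h induction, then 1 h compound, then 30 min agonist, 37 °C | detection = automated 10x imaging of fixed Hoechst-stained cells | read-out basis = nuclear versus cytoplasmic GR-EGFP signal, averaged per well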
M17LAP inhibition = P. falciparum M17LAP inhibitors, primary screen, biochemical, fluorogenic H-Leu-NHMec substrate, 1536-well (AID 1619); 220,000 tested, 0.38% active; one-dose inhibition, % at 30 µM; IC50 in µM for titrated hits; recombinant M17LAP, H-Leu-NHMec fluorogenic kinetic assay; higher % means a stronger effect; Leucine aminopeptidase (Plasmodium falciparum (isolate 3D7));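 active means compound inhibiting the enzyme by more than half at any dose during confirmatory dose-response retesting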;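 further: plate controls were full reaction with DMSO carrier for no effect and no enzyme background for full effect; strong numbers were not always called active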
Dynein transport cytoplasmic EGFP = further read-out of Dynein transport, marked with its call; z-score; measured here: cytoplasmic GR-EGFP intensity; stronger effect = higher value
Dynein transport nuclear GR-EGFP = recorded beside Dynein transport, whose call it bears; z-score; measured here: nuclear GR-EGFP intensity;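 lower value marks the stronger effect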
Dynein transport cell count = second read-out of Dynein transport, no call of its own (marks repeat the call); z-score; measured here: cell count per field
Ins promoter up cell count = recorded beside Ins promoter up, whose call it bears; cell count; measured here: cytotoxicity, nuclei count;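 total cells summed across four imaged fields per well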
b-catenin transl cell count 5 µM = also measured in b-catenin transl; calls as there; cell count; measured here: cell count, cytotoxicity flag
MT stabilizer Hoechst-high % = further read-out of MT stabilizer, marked with its call; % Hoechst-high responders; measured here: nuclear condensation Hoechst responders;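 share of cells brighter than vehicle mean plus two SD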
MT stabilizer cytotoxicity % = recorded beside MT stabilizer, whose call it bears; toxicity, %; measured here: cytotoxicity by cell density;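 0% = mean cell density of plate MIN control wells and 100% = no cells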
Autophagy mod cell loss 18 h = second read-out of Autophagy mod, no call of its own (marks repeat the call); toxicity, %; measured here: cell loss, nuclei count;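 cell loss after 18 h compound exposure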
Active calls of the source: *; i = inactive; nt = no result given. Only part of the results is shown; rates above refer to the full screens.

Structure	b-catenin transl	b-catenin transl cell count 5 µM	Yfh1-off respiration	Ins promoter up	Ins promoter up cell count	NOD2 inhibition	MT stabilizer	MT stabilizer Hoechst-high %	MT stabilizer cytotoxicity %	Autophagy mod	Autophagy mod cell loss 18 h	NOD1 inhibition	Dynein transport	Dynein transport cytoplasmic EGFP	Dynein transport nuclear GR-EGFP	Dynein transport cell count	M17LAP inhibition
COc1cc(-c2n[nH]c(=S)n2-c2ccc(C)cc2)cc(OC)c1OC	-0.1	1495	i	-0.14	1458	nt	2.4	1.6	2.2	i	-22	nt	1.5	0.38	1.3	-1	-5%
CNC(=O)CSc1ncnc2c1cnn2-c1ccccc1	-1.3	1131	i	nt	nt	-5%	2.3	1.0	0.9	i	6	-34%	2.5	0.033	1.5	-1.4	1%
CCOc1ccc2nc(N3C(=O)CNC3=S)sc2c1	-0.3	1362	i	nt	nt	-165%	nt	nt	nt	nt	nt	-8%	1.1	-0.24	0.64	-0.31	9%
CCCNC(=O)CN(c1ccc(F)cc1)S(=O)(=O)c1ccc2c(c1)OCCO2	-18	1199	i	nt	nt	11%	3.0	2.8	3.9	i	3	-16%	0.041	-0.24	0.16	0.94	8%
Cc1cc(C(=O)COC(=O)C23CC4CC(CC(O)(C4)C2)C3)c(C)n1-c1c(C)n(C)n(-c2ccccc2)c1=O	-1.5	1084	i	0.01	1219	5%	7.1	3.0	8.9	i	-7	-28%	-0.78	-0.27	0.002	0.59	-1%
COc1cc(N2C(=O)c3ccccc3C2=O)c(Cl)cc1C(=O)OCC(=O)NCc1ccco1	nt	nt	i	nt	nt	1%	3.0	2.2	12	i	4	-7%	-1.1	-0.26	-0.31	0.38	6%
Cc1nc2ccccc2c(=O)n1NC(=O)c1ccc(F)cc1Cl	-0.1	1042	i	0.57	1259	0%	4.1	3.6	4.4	i	4	-21%	-0.66	-0.26	-0.29	0.083	20%
Cc1ccc2c(c1)c1nnc(SCC(=O)N3CCN(c4ccc(F)cc4)CC3)nc1n2CC(=O)O	nt	nt	nt	0.23	1198	4%	4.4	3.2	4.2	i	-2	-20%	1.1	-0.15	0.35	-0.52	4%
O=C(NCCc1ccncc1)C(F)(F)F	2.5	1064	i	nt	nt	-6%	3.3	2.7	2.5	i	-6	-8%	-0.19	-0.19	0.26	-1.5	7%
CSc1cccc(NC(=O)NCc2cccc(CNC(=O)Nc3cccc(SC)c3)c2)c1	1.9	1325	i	0.2	972	-2%	nt	nt	nt	nt	nt	3%	0.82	-0.21	1.3	-1.5	-8%
Cc1cc(Cl)ccc1C(=O)C1CCCN(C(=O)CCn2cnnn2)C1 (stereo not given)	-2.8	1209	i	0.38	1367	7%	5.2	2.4	2.0	i	10	4%	-1.3	-0.23	-0.53	0.73	6%
CCN(c1ccccc1)S(=O)(=O)c1ccc2[nH]cc(C(=O)NCCOC)c(=O)c2c1	-1.4	1066	i	0.01	1271	1%	1.9	1.9	28	i	-9	-29%	-0.72	-0.024	0.083	0.066	-2%
COc1cc(/C=N/NC(=O)CN2CCOCC2)ccc1OCc1ccccc1	0.0	983	i	0.29	2219	-10%	3.2	3.0	7.6	i	20	-4%	-0.2	-0.24	0.93	-0.53	20%
O=C(c1cccc(S(=O)(=O)N2CCCC2)c1)N(Cc1ccco1)C1CCS(=O)(=O)C1 (stereo not given)	4.2	978	i	-0.23	1628	-4%	5.5	1.8	8.9	i	-11	-32%	-0.44	-0.13	-0.2	-0.094	-2%
CN1CC(c2ccccn2)C2(SC(=S)N(Cc3ccccc3)C2=O)C12C(=O)Nc1ccccc12 (stereo not given)	4.0	1378	i	-1.6	1163	2%	2.6	1.7	7.4	i	-19	-13%	0.3	-0.25	-0.72	0.5	3%
Cc1cc(C)c(S(=O)(=O)N2CCN(c3ccc([N+](=O)[O-])c(-n4nc(C)cc4C)c3)CC2)c(C)c1	-0.7	1387	i	0.05	1380	12%	1.4	1.3	5.7	i	-1	22%	4.7	0.18	3	-3	-8%
CN(Cc1ccc(OC(F)F)cc1)Cc1nc2c(Br)cc(Br)cc2c(=O)[nH]1	2.5	852	i	-0.62	1620	12%	1.5	2.1	1.0	i	3	-4%	-1.2	2	-0.56	1	3%
CCCOc1ccc(C(=O)NCC2OCCc3ccccc32)cc1OC (stereo not given)	-3.4	649	i	nt	nt	4%	4.7	1.9	10	i	-32	0%	0.65	-0.19	0.52	-0.69	-4%
COc1ccc2cc(C(=O)C3CCCN(C(=O)CSc4nnc(C)o4)C3)ccc2c1 (stereo not given)	-1.1	944	i	-0.25	1481	-9%	2.3	2.3	3.5	i	16	-27%	0.082	-0.29	-0.052	0.048	-17%
COc1ccc(-n2nnnc2SCC(=O)NCCc2ccc(OC)c(OC)c2)cc1	1.7	1029	i	-0.83	1131	3%	4.1	5.7	9.7	i	20	-17%	0.049	-0.25	0.059	0.092	-6%
COc1ccc(C2N(c3ccc(OC)cc3)C(=S)N3CCCN23)cc1 (stereo not given)	0.5	516	i	-0.23	1286	19%	5.0	2.4	3.9	i	-1	-2%	0.45	0.31	0.014	-0.56	10%
COc1cc(C=Nc2ccccc2C(=O)Nc2ccccc2)cc(OC)c1OC	nt	nt	i	-0.13	1246	-14%	6.6	3.2	6.8	i	0	-40%	-0.12	-0.29	-0.41	0.21	-57%
O=C(NC(=O)c1ccc(Cl)cc1)OC1CCCCC1	2.8	484	i	0.39	1160	7%	4.2	1.2	1.8	i	8	-9%	-1.1	-0.3	-0.87	1.3	-3%
COc1ccccc1OCCCC(=O)Nc1ccc(N2CCOCC2)cc1	-2.2	956	i	0.51	1658	-5%	3.8	2.2	6.7	i	-12	-16%	1.8	-0.16	0.89	-0.63	-5%
COc1ccc(Cl)cc1-n1c(C)cc(C(=O)O)c1C	-0.6	772	i	0.81	1137	0%	3.7	2.1	14	i	-4	2%	-0.42	-0.23	0.095	0.55	-20%
COc1ccc(C(=O)N2C(=O)c3ccc(N)cc3C2=O)cc1	-0.8	1059	i	-0.11	1059	12%	3.4	2.4	9.2	i	-4	-44%	-0.41	-0.35	-0.72	0.87	-10%
C/C(Cc1ccccc1)=N\NC(=O)CNC(=O)COc1cccc(C)c1	0.7	1267	i	0.56	1042	20%	nt	nt	nt	nt	nt	-6%	1.9	-0.29	0.43	-0.49	3%
NC(=O)C1(c2ccccc2)CCCN1C(=O)c1ccccc1Br (stereo not given)	-2.4	1116	i	-0.87	1277	4%	2.7	1.4	13	i	-3	-38%	1.5	0.19	1.5	-3	8%
CC(NC(=O)c1ccco1)C(=O)OCC(=O)c1ccc(Cl)s1 (stereo not given)	-2.8	1108	i	-0.14	1183	12%	1.7	2.2	3.8	i	2	-10%	0.082	-0.058	0.86	-1	-2%
CC(=O)OCCCNc1cc(Sc2ccc(Cl)cc2)c2nonc2c1[N+](=O)[O-]	1.1	1058	i	-1.9	799	-18%	3.1	2.4	4.5	i	11	-7%	-4.8*	1.1*	-2.8*	0.93*	-3%

In the list so far, 2 contain a nitro group on carbon:
Structure	b-catenin transl	b-catenin transl cell count 5 µM	Yfh1-off respiration	Ins promoter up	Ins promoter up cell count	NOD2 inhibition	MT stabilizer	MT stabilizer Hoechst-high %	MT stabilizer cytotoxicity %	Autophagy mod	Autophagy mod cell loss 18 h	NOD1 inhibition	Dynein transport	Dynein transport cytoplasmic EGFP	Dynein transport nuclear GR-EGFP	Dynein transport cell count	M17LAP inhibition
Cc1cc(C)c(S(=O)(=O)N2CCN(c3ccc([N+](=O)[O-])c(-n4nc(C)cc4C)c3)CC2)c(C)c1	-0.7	1387	i	0.05	1380	12%	1.4	1.3	5.7	i	-1	22%	4.7	0.18	3	-3	-8%
CC(=O)OCCCNc1cc(Sc2ccc(Cl)cc2)c2nonc2c1[N+](=O)[O-]	1.1	1058	i	-1.9	799	-18%	3.1	2.4	4.5	i	11	-7%	-4.8*	1.1*	-2.8*	0.93*	-3%

Next section
Structure	b-catenin transl	b-catenin transl cell count 5 µM	Yfh1-off respiration	Ins promoter up	Ins promoter up cell count	NOD2 inhibition	MT stabilizer	MT stabilizer Hoechst-high %	MT stabilizer cytotoxicity %	Autophagy mod	Autophagy mod cell loss 18 h	NOD1 inhibition	Dynein transport	Dynein transport cytoplasmic EGFP	Dynein transport nuclear GR-EGFP	Dynein transport cell count	M17LAP inhibition
COc1ccc(CCNC(=O)C23CCC(C)(C(=O)O2)C3(C)C)cc1OC (stereo not given)	0.1	1501	i	nt	nt	8%	3.9	2.5	6.8	i	2	-24%	-0.074	-0.073	-0.24	0.72	-4%
O=C(OCc1cc2ccccc2[nH]c1=O)c1ccccn1	-0.3	683	i	0.49	1113	13%	2.8	1.6	11	i	8	24%	-1.2	-0.15	-0.41	2	3%
COc1cc([N+](=O)[O-])ccc1NC(=O)CCN1C(=O)C2C3CCC(C3)C2C1=O (stereo not given)	nt	nt	i	0.18	1281	5%	2.2	2.8	5.3	i	-7	-21%	0.092	-0.31	-0.3	0.072	22%
Cc1ccc(C(=O)OCC(=O)NC2CCCCC2)s1	-1.6	1170	i	-0.47	1249	-24%	4.6	3.0	3.6	i	5	-38%	-0.044	-0.31	0.3	0.34	1%
Cc1ccc(NC(=O)COC(=O)c2ccccc2Cl)cc1S(=O)(=O)N(C)C	1.6	1108	i	-0.92	1357	12%	1.2	2.0	6.5	i	-12	-33%	-0.86	-0.2	-0.33	0.046	9%
CC(=O)c1csc(COc2ccccc2)n1	-5.2	1242	i	nt	nt	-5%	nt	nt	nt	nt	nt	-10%	0.17	-0.23	-0.14	0.012	-3%
